Assay outcomes: PubChem BioAssay, The Scripps Research Institute Molecular Screening Center
OXTR potentiator: potentiates the human oxytocin receptor response. P30559. 0.061% of 320,000 active. activation, % at 3 µM. AID 2445. CHO-OTR cells, Fluo-8 calcium fluorescence, potentiator mode; 0% = oxytocin EC15, 100% = EC100;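 active means activation above that plate's cutoff, the mean activation of tested compounds plus 3 SD, cut at about 6.6% in these data, passing the limit was not always enough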;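 further: 100% uses oxytocin at 75 nM as the full agonist control; some results filed as inactive read as strong as hits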
Target sequence (P30559 whole entry, looked up): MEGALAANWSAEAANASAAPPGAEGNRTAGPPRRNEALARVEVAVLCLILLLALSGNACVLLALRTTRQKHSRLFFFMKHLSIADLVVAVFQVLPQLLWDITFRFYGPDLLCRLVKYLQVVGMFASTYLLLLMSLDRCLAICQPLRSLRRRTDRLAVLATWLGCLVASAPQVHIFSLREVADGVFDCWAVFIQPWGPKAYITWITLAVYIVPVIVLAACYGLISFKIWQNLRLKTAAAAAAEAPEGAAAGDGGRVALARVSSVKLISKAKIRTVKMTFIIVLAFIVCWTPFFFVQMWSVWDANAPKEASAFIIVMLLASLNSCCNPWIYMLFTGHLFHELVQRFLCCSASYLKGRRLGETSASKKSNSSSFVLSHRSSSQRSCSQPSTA
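Material: human OTR in CHO cells. Compound: 3.0 µM, one dose. Timing: compound 6 min at room temperature before oxytocin, 100 s read. Evaluation: % activation of max/min ratio relative to oxytocin controls. Replication: single well per compound, singlicate. Signal: Fluo-8 calcium dye fluorescence.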
TAAR1 antag: human TAAR1 antagonism; Q96RJ0; CHO RD-HGA16 TAAR1, Fluo-8 calcium fluorescence, antagonist; inhibition, % at 3 µM; 1.5% of 360,000 active; AID 624466;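 active means inhibition above a per-plate cutoff, the mean inhibition of test compounds on that plate plus 3 SD, cut at about 49% in these data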;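 further: 0% = DMSO plus EC80 beta-PEA response and 100% = DMSO alone without agonist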
Target sequence (Q96RJ0 whole entry, looked up): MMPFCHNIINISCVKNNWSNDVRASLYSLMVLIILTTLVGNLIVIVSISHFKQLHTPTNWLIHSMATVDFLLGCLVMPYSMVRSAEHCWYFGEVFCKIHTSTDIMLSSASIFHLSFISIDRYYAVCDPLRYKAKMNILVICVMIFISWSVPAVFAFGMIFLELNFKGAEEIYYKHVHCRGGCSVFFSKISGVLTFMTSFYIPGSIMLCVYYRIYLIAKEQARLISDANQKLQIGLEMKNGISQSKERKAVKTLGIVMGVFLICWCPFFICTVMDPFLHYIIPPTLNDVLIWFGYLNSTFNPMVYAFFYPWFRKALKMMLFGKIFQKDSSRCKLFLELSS
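Material: CHO RD-HGA16 cells bearing hTAAR1; compound dosing: one-point dosing, 3 µM nominal final; schedule: dye loading 75 min at 37 °C, then 30 min room temperature; measured by: calcium fluorescence with Fluo-8; control set: vehicle and agonist controls; replication: n of 1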
CHO-K1 Ca antag: nonselective inhibitor or artifact in parental CHO-K1 cells; ATP-induced calcium, Fluo-8 fluorescence; inhibition, % at 3 µM; 0.6% of 360,000 active; AID 602250;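 active means inhibition above a per-plate cutoff, the plate's mean sample inhibition plus 3 SD, cut at about 24% in these data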;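 further: 0% = DMSO plus EC80 ATP and 100% = DMSO alone without ATP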
V1R ag counter: V1a receptor agonism, counter-screen for OXTR agonists; P37288; CHO-V1R cells, Fluo-8 calcium fluorescence, agonist mode; 0% DMSO, 100% 3 nM vasopressin; activation, % at 3 µM; 0.25% of 320,000 active; AID 2797;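 active means activation above the mean activation of all tested compounds plus 3 SD, per screening run, cut at about 20% in these data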;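 further: signal is peak over basal fluorescence ratio across a 100 second FLIPR read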
TAAR1 ag: agonists of human TAAR1; activation, % at 3 µM; AID 624467; CHO RD-HGA16 TAAR1, Fluo-8 calcium fluorescence; vehicle wells 0%, saturating PEA agonist 100%; Q96RJ0; 0.99% of 360,000 active;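 active means activation above the mean activation of all test compounds in the run plus 3 SD, cut at about 38% in these data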
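System: CHO-derived RD-HGA16 cells with stable Gα16 and human TAAR1. Times: 17-24 h plating, Fluo-8 75 min 37 °C, 30 min RT. Measured by: calcium-sensitive Fluo-8 signal, excitation 470-495, emission 515-575 nm. Read-out basis: % activation relative to PEA EC100 response. Control set: DMSO and PEA EC100. Repeats: no replicates (n 1).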
CHO-K1 Ca PAM: nonselective activator or artifact in parental CHO-K1 calcium assay; AID 602247; activation, % at 3 µM; 0.02% of 360,000 active; ATP EC20, Fluo-8 calcium fluorescence; 0% at ATP EC20, 100% at ATP max;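 active means activation above the run cutoff, the mean activation of all test compounds plus 3 SD, cut at about 40% in these data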;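 further: peak over basal fluorescence ratio in a 140 s read after ATP addition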
M1 ag: human M1 muscarinic receptor agonism | P11229 | CHO-K1 hM1, Fluo-8 calcium fluorescence, agonist mode; 0% DMSO, 100% acetylcholine EC100 | activation, % at 3 µM | 0.33% of 360,000 active;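 active means activation above the run's mean compound activation plus 3 SD, cut at about 16% in these data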;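 further: peak over basal fluorescence ratio within a 140 s kinetic read after compound addition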
CHO-K1 Ca ag: M1 agonist counterscreen hit in parental CHO-K1 cells. Fluo-8 calcium fluorescence; scaled to maximal ATP response, vehicle zero. activation, % at 3 µM. 0.48% of 360,000 active. AID 602248; in the data active means activation above about 15%;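 further: untransfected CHO-K1 host cells lacking M1 receptor as counterscreen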
CHO parental Ca: counter-screen for OX1R antagonists: effect in parental CHO cells; parental CHO-K1, ATP-induced calcium, Fluo-8 fluorescence; inhibition, % at 5.6 µM; 0.63% of 330,000 active;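 active means inhibition above that plate's mean sample inhibition plus 3 SD, cut at about 26% in these data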;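 further: 0% = ATP-challenged DMSO wells and 100% = DMSO wells without ATP; some compounds past the cut are filed as inactive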
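Material: parental CHO cells / Compound: single nominal dose of 5.6 µM per compound / Signal: Fluo-8 fluorescence / Replicates: singlicate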
Starred values were filed as active, the others as inactive; . = not tested or not shown. Compounds as they come, and some 3.3% of all compounds hit somewhere here.

SMILES | OXTR potentiator | TAAR1 antag | CHO-K1 Ca antag | V1R ag counter | TAAR1 ag | CHO-K1 Ca PAM | M1 ag | CHO-K1 Ca ag | CHO parental Ca
Cc1ccc(NC(=O)N2CCN(S(=O)(=O)c3ccccc3)CC2)cc1 | -3 | -2 | -5 | 1.0 | 11 | -2 | -2 | 0.3 | -7
CCOc1ccc(/C=N/N2C(C)CCCC2C)cc1 (configuration not stated) | -13 | -15 | -13 | 0.4 | 2 | 15 | -4 | 0.7 | -9
Cc1nn(Cc2cccc3ccccc23)c(C)c1NC(=O)c1cccnc1 | -4 | -3 | 20 | 0.0 | 4 | -9 | -3 | -0.2 | -11
CCSc1ccccc1C(=O)NCCc1ccccc1 | 1 | 26 | -9 | -0.7 | 2 | 5 | -15 | 0.3 | -9
Cn1nc(C(=O)Nc2nc3ccc(S(C)(=O)=O)cc3s2)ccc1=O | -2 | -5 | 13 | 0.9 | 8 | -4 | 5 | 0.4 | -2
CCCCC(=O)Nc1ncc([N+](=O)[O-])s1 | -3 | 19 | -13 | 3.1 | 9 | -1 | -8 | 2.4 | 6
CCCN(Cc1nnc(-c2ccccc2Cl)o1)C(=O)c1cc([N+](=O)[O-])cc([N+](=O)[O-])c1 | -16 | 6 | -10 | -1.2 | 14 | 3 | -3 | 0.4 | -35
O=C(Nc1nc(-c2ccc(Cl)cc2)cs1)c1cccnc1 | -5 | 13 | -7 | 0.3 | 2 | 10 | -3 | 0.1 | 1
CC(C)N1C(=O)C2C(C(=O)NC3CCCCC3)C3C=CC2(O3)C1C(=O)NC1CCCC1 (configuration not stated) | -5 | -8 | -10 | -0.2 | 6 | 16 | -3 | 0.7 | -4
COc1cccc(/C=N/n2nnnc2N)c1OCC#N | 0 | -5 | 2 | 1.0 | 0 | -20 | -5 | -0.7 | -5
Nc1ccccc1NC1CCCCC1 | . | 5 | 13 | . | 4 | 14 | -4 | 0.9 | .
COc1ccc(/C(O)=C2\C(=O)C(=O)N(c3cc(C)on3)C2c2ccccc2OC)cc1C (configuration not stated) | -6 | 10 | 9 | 0.2 | 0 | 4 | -1 | -0.5 | -6
O=C(Nc1ccccc1C(=O)O)C1=NN=CC1 | -5 | -14 | -18 | 0.0 | 4 | 21 | -2 | 1.3 | 2
Cc1ccc(C2NC(=O)NC(O)(C(F)(F)F)C2C(=O)c2cccs2)o1 (configuration not stated) | -5 | 12 | 4 | 0.4 | 9 | 7 | -9 | -0.2 | -3
COCCNC(=O)C1(C)CCCN(CCS(=O)(=O)c2ccc(C)cc2)C1 (configuration not stated) | . | -8 | -5 | . | 4 | 16 | -3 | 0.4 | .
O=C(NCc1cccnc1)c1ccc(COc2ccccc2Br)o1 | -12 | -10 | 7 | 1.1 | 10 | -11 | -6 | 2.4 | -6
Cc1cccc(C(=O)NNS(=O)(=O)c2ccc(F)cc2)c1 | -14 | 6 | 7 | 0.2 | 0 | 4 | -2 | 0.5 | -9
Cc1cc(Nc2cccc(Cl)c2Cl)n2ncnc2n1 | . | -14 | 0 | . | 0 | -6 | -3 | -0.2 | .
CC(C)C[C@H]1COc2cccc(N3CCC[C@@H]3CO)c2S(=O)(=O)N1 | . | -3 | -16 | . | 2 | 3 | . | 0.2 | .
CCOc1cc(C)ccc1OCc1nnc(SCC(=O)Nc2cccc(C(=O)O)c2)n1-c1ccccc1 | -9 | -17 | -9 | -1.2 | 5 | 17 | -1 | 1.6 | -8
COc1ccc(C)cc1NC(=O)CN1C(=O)C(=O)N(C2CCCC2)C1=O | -6 | -15 | 1 | 0.2 | -2 | 13 | -1 | 1.1 | -17
Cc1cc(C)n2nc(C(=O)NCc3ccco3)cc2n1 | -5 | -26 | -11 | 0.6 | 2 | 15 | -1 | 0.1 | -20
CCCn1c(SCC(N)=O)nnc1C(C)C | -10 | 8 | -15 | 0.3 | 0 | 16 | -5 | 0.5 | 4
CCCn1c(N2CCN(CC(=O)c3c(C)n(C)c4ccccc34)CC2)nc2c1c(=O)[nH]c(=O)n2C | -5 | -6 | 9 | -0.6 | 7 | -4 | -5 | -0.3 | -19
Cc1ccc(OCCOC(=O)c2nc3nccc(C)n3n2)cc1 | -3 | 10 | -5 | 0.9 | 2 | 5 | -7 | 1.0 | -5
O=C(COC(=O)c1cc(Cl)ccc1O)Nc1ccccc1C(=O)NC1CC1 | -6 | 12 | -17 | 0.1 | 10 | 18 | 3 | 0.7 | -6
Cc1cc2cc(C=O)c(Cl)nc2cc1C | 0 | 10 | -8 | 4.6 | 1 | 11 | -5 | -0.2 | -2
CCOC(=O)C1CCN(S(=O)(=O)c2ccc(Br)c(OCC)c2)CC1 | -16 | 3 | -12 | 0.2 | 10 | 17 | -4 | 2.6 | -21
COCCNC(=O)c1ccc2nc(Cc3ccc(OC)c(OC)c3)oc2c1 | -4 | 0 | 4 | 2.8 | 1 | 3 | -3 | 3.3 | -6
Cc1cc(-c2cccc([N+](=O)[O-])c2)nc2ccc3ccccc3c12 | -7 | 15 | 1 | -0.4 | 6 | 6 | 3 | 0.1 | -10
N#Cc1ccc(NC(=O)c2cc(S(=O)(=O)N3CCOCC3)ccc2N2CCCC2)cc1 | -8 | -6 | -7 | -1.3 | 0 | 23 | -7 | 0.9 | -7
CC1=CC2=NC(=O)/C(=C/c3coc4ccccc4c3=O)C(=N)N2O1 | -8 | 7 | 10 | 12 | 25 | -12 | 8 | 10 | 5
CN(C)S(=O)(=O)c1cccc(C(=O)OCC(=O)Nc2ccccc2OC(F)F)c1 | -20 | 4 | 4 | 3.4 | 9 | 6 | -3 | 1.2 | -17
Cc1cccc(C)c1-n1nnnc1C(C)(C)N1CCN(N=O)CC1 | -12 | -4 | -10 | -2.0 | 2 | 11 | -4 | 0.8 | -12
O=C(CCC(=O)c1ccc(Br)cc1)Nc1cccnc1 | -1 | -6 | -11 | -1.0 | 5 | 16 | -5 | 0.4 | -7
CC(C)NC(=O)Cn1c(SCC(=O)c2ccc(F)cc2)nc2ccccc21 | -4 | 5 | -2 | -1.0 | 6 | -3 | -3 | 0.3 | -11

Grouped by structure: the compounds so far containing bromine (3)
SMILES | OXTR potentiator | TAAR1 antag | CHO-K1 Ca antag | V1R ag counter | TAAR1 ag | CHO-K1 Ca PAM | M1 ag | CHO-K1 Ca ag | CHO parental Ca
O=C(NCc1cccnc1)c1ccc(COc2ccccc2Br)o1 | -12 | -10 | 7 | 1.1 | 10 | -11 | -6 | 2.4 | -6
CCOC(=O)C1CCN(S(=O)(=O)c2ccc(Br)c(OCC)c2)CC1 | -16 | 3 | -12 | 0.2 | 10 | 17 | -4 | 2.6 | -21
O=C(CCC(=O)c1ccc(Br)cc1)Nc1cccnc1 | -1 | -6 | -11 | -1.0 | 5 | 16 | -5 | 0.4 | -7

Remaining list, next part:
SMILES | OXTR potentiator | TAAR1 antag | CHO-K1 Ca antag | V1R ag counter | TAAR1 ag | CHO-K1 Ca PAM | M1 ag | CHO-K1 Ca ag | CHO parental Ca
Cc1ccc(C)c2c(N)c3c(nc12)CCCCC3 (tested in a mixture with another compound) | -6 | 5 | -17 | 0.7 | 5 | 12 | -16 | 1.3 | -7
Cc1nn(Cc2ccc(Cl)cc2)c(C)c1NC(=O)c1cc(-c2ccc3c(c2)OCO3)on1 | -7 | 11 | 0 | 0.6 | 13 | 13 | -3 | 6.9 | -7
CC(C)(C)/C(O)=C/c1nc2ccccc2oc1=O | -13 | 3 | -13 | -0.5 | 0 | 8 | -1 | 0.3 | -13
COc1ccc(NC(=O)CS(=O)(=O)c2cn(CC(=O)N3CCOCC3)c3ccccc23)cc1OC | -5 | -27 | 16 | 0.4 | 4 | -15 | -3 | 0.0 | -13
Cc1nnc(SCC(=O)Nc2cc(C(F)(F)F)ccc2Cl)n1C | -3 | -1 | -8 | -0.3 | 0 | -1 | -8 | 0.3 | -5
O=C(Nc1ccc(-c2nc3ccccc3o2)cc1)c1ccc(N2C(=O)C3C4C=CC(C4)C3C2=O)cc1 (configuration not stated) | -6 | 15 | 6 | 8.5 | 5 | 11 | 0 | 3.2 | -14
COc1ccc(N2C(=O)CC(c3ccc([N+](=O)[O-])cc3)C2=O)cc1 (configuration not stated) | -17 | -12 | -7 | 0.9 | 5 | 11 | -6 | 2.2 | 13
CC(=O)N1CCN(C(=O)c2cc(C)oc2C)CC1 | 3 | -20 | -5 | 2.1 | 11 | -4 | -1 | -0.1 | -4
OCCNCCCOc1cc(Cl)ccc1Cl | 2 | -1 | 7 | -0.3 | 6 | -13 | -6 | 0.5 | -6
CC(=O)Nc1cc(C)nn1-c1nc2ccccc2s1 | -3 | -7 | -7 | 0.1 | 4 | 1 | -5 | 1.2 | -14
CC(C)Cc1ccc(CN2CCCC(NC(=O)c3ccnn3C)C2)cc1 (configuration not stated) | -7 | -36 | 2 | 9.2 | 1 | -7 | 0 | 9.4 | -7
COc1ccc(N2CCN(Cc3nc(N)nc(Nc4ccc(C)c(Cl)c4)n3)CC2)cc1 | -5 | 10 | -6 | -1.6 | 19 | 1 | -4 | 0.6 | -16
COc1ccc(NS(=O)(=O)c2ccc(Br)cc2)cn1 | -8 | -14 | 10 | 3.7 | 4 | -25 | 1 | 2.6 | -9
CC(=O)Nc1ccc(NC(=O)COC(=O)c2ccc(S(=O)(=O)NCc3ccco3)cc2)cc1 | -4 | -13 | -12 | 0.1 | 6 | 4 | -2 | 0.6 | 3
CCOc1ccccc1NC(=O)c1ccc2c(c1)C(=O)N(CC)C2=O | -3 | -3 | -7 | -0.3 | 1 | 9 | 1 | 0.3 | -14
O=C(N/N=C/c1ccc2ccccc2c1)c1ccc(COc2ccc3c(c2)CCC3)o1 | -5 | -4 | -3 | 0.8 | 3 | 9 | 1 | -0.1 | -3
Cc1ccc(Cn2c(CN3CC(C)OC(C)C3)nc3c2c(=O)n(C)c(=O)n3C)cc1 (configuration not stated) | -2 | -25 | 9 | 0.0 | 4 | -9 | -1 | 0.5 | -13
CC1=C/C(=N\NC(=S)NCCc2ccccc2)CC(C)(C)C1 | -20 | -4 | -8 | -0.8 | 29 | 11 | -5 | 0.3 | -22
CCn1ccc2c(OCC(=O)NCCc3ccc(OC)c(OC)c3)cccc2c1=O | -2 | -49 | -5 | 0.3 | 0 | -6 | -2 | 0.0 | -30
Cc1cccc(C(=O)Nc2cc(S(=O)(=O)N3CCOCC3)ccc2N2CCCCC2)c1 | -1 | -3 | -18 | -0.9 | 1 | 13 | -5 | 0.5 | -16
COc1ccc(C2CC(=O)C=C(NC3CCCC3)C2)cc1 (configuration not stated) | -3 | 11 | 6 | 0.6 | 2 | -6 | -2 | -0.5 | -4
Cc1cc(Nc2cccc(Cl)c2)nc(-c2ccccc2O)n1 | -9 | 15 | 43* | 0.0 | 0 | 9 | -5 | 6.0 | 5
